# High-throughput results from PubChem BioAssay.
# 697 NFkB inh: inhibitors of PMA/ionomycin-induced NF-kB reporter, 697 cells, primary screen, B-cell NF-kB inhibitor project, cell-based, luminescence, uHTS; inhibition, % at 4 µM; actives 0.33% (n = 330,000); AID 435022, 2010; 697 B-cell NF-kB luciferase reporter, 16 h; in the data active = inhibition above about 35%
# XBP1 UPR activ: activators of adaptive XBP1 UPR arm, primary screen, cell-based, CHO-XBP1 luciferase reporter, luminescence, uHTS; activation, % at 20 µM; actives 0.33% (n = 330,000); AID 463104, 2010; IRE1-XBP1 UPR activation; percent of tunicamycin response, DMSO as zero;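 active = versus positive control, 20 µM dose yields 30% or more activation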;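 note: 100% = tunicamycin at 10 µg/mL and 0% = DMSO only wells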
#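 Signal: luciferase luminescence; Assay system: CHO-XBP1 luciferase reporter cells; Amount: one thousand reporter cells per well; Dosing: 20 µM single concentration, DMSO 1%; Benchmarks: high control tunicamycin 10 µg/mL final, low control DMSO vehicle only; Schedule: 6 h compound exposure at 37 °C, 5% CO2; Evaluation: percent activation relative to tunicamycin reference.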
# Mdm2 MdmX PPI: inhibitors of human Mdm2-MdmX association, primary screen, cell-based, luminescence, split luciferase, SaOS-2, uHTS; SaOS-2 split-luciferase Mdm2/MdmX complementation; AID 485346, 2010; Protein Mdm4 (Homo sapiens) + E3 ubiquitin-protein ligase Mdm2 (Homo sapiens), …; inhibition, % at 8 µM; actives 3% (n = 330,000);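 active = inhibition of at least 50% at 8 µM in the primary screen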
# Target sequence (O15151 whole entry, looked up): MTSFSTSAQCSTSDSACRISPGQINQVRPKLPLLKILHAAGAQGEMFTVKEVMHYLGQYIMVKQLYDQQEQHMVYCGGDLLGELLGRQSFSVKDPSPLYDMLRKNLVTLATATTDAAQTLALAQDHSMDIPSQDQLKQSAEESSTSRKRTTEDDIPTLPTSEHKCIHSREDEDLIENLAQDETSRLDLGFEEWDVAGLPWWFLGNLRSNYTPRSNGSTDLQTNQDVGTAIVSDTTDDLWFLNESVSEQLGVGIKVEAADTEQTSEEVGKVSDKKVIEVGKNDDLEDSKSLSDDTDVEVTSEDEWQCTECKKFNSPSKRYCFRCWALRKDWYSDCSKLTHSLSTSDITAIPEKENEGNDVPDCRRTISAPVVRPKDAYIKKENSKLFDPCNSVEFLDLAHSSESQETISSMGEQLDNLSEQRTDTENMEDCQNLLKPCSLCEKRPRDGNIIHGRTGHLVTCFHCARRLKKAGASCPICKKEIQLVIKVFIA
# Target sequence (Q00987 whole entry, looked up): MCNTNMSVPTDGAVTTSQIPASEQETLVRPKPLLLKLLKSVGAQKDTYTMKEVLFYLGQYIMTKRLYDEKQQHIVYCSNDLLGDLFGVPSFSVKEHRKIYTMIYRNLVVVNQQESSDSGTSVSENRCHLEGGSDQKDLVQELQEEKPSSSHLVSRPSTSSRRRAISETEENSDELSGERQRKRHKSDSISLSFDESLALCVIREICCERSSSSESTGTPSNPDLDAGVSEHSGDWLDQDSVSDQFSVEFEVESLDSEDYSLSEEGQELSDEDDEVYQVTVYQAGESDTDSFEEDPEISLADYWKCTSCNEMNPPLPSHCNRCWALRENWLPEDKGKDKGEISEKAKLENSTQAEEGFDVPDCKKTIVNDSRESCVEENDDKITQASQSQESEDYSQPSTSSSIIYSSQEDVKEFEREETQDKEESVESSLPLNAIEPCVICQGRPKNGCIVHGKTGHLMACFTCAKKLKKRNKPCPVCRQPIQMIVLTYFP
# tim23-1 inh: growth inhibitors of tim23-1 mutant yeast, primary screen, luminescence, uHTS; S. cerevisiae tim23-1 growth, BacTiter-Glo luminescence, 24 h; inhibition, % at 20 µM; actives 1.3% (n = 330,000);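 active = growth inhibition of the mutant yeast at or above 50%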;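 note: temperature-sensitive mutant grown at 25 °C; plate controls were DMSO-treated mutant yeast for no effect and medium wells lacking yeast for full effect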
# Jurkat NFkB inh: inhibitors of induced NF-kB luciferase reporter, primary screen, TCR NF-kB activation inhibitor project, cell-based, luminescence, uHTS. Jurkat, PMA/ionomycin-induced NF-kB luciferase reporter. inhibition, % at 4 µM. actives 0.53% (n = 330,000). AID 435003, 2010; in the data active = inhibition above about 50%
# APJ antagonist: antagonists of human apelin receptor APJ, primary screen, CHO-K1 cells, beta-arrestin complementation, luminescence | AID 2521, 2010 | inhibition, % at 20 µM | actives 0.32% (n = 330,000);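 active = inhibition above about 40% at 20 µM, limit read from the data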;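 note: cells challenged with 10 nM apelin-13 agonist together with compound; plate controls were apelin-13 plus DMSO wells for no effect and DMSO wells lacking apelin-13 for full effect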
# APJ agonist: agonists of human apelin receptor APJ, primary screen, CHO-K1 cells, PathHunter beta-arrestin, luminescence. P35414. activation, % at 20 µM. actives 0.11% (n = 330,000). 0% DMSO wells, 100% apelin;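 active = activation more than six SD over the plate average, tested at 20 µM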;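 note: 0% = DMSO alone and 100% = apelin-13 at 10 nM; some results filed as inactive read as strong as hits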
#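 Assay system: CHO-K1 cells stably expressing ProLink-tagged human APJ and arrestin–beta-gal acceptor. Compound dosing: 20 µM single point, 1% DMSO. Times: 16-18 h seeding, 90 min dark compound exposure, 60 min detection. Detection: beta-gal luminescence. Evaluation: APJ–arrestin association signal. Controls: negative DMSO alone, positive Apelin-13 at 10 nM.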
# CHOP UPR activ: activators of apoptotic CHOP UPR arm, primary screen, cell-based, CHO-CHOP luciferase reporter, luminescence, uHTS | UPR activation; percent of tunicamycin response over DMSO baseline | activation, % at 10 µM | actives 0.34% (n = 330,000);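 active = at 10 µM dose, activation of 40% or more, normalized to positive control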;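 note: 100% = tunicamycin at 10 µg/mL and 0% = DMSO alone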
#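 Assay system: CHO cells with stable CHOP pathway luciferase reporter; Buffer or medium: F12 plus 10% serum; Times: 16-18 h cell attachment, then 6 h compound exposure, 37 °C; Signal: luciferase luminescence; Read-out basis: percent activation relative to tunicamycin control; Control set: tunicamycin high control, DMSO low control.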
# * marks the source's active call; other numbers are inactive results.
cpd	SMILES	697 NFkB inh	XBP1 UPR activ	Mdm2 MdmX PPI	tim23-1 inh
1	CN(C)S(=O)(=O)c1cccc(C(=O)NCCc2ccccc2)c1	-110.8	-5.5	-13.4	11.9
2	C=CCNC(=O)c1c2c(nc3ccccc13)-c1ccccc1CC2	-12.6	-1.6	18.8	-10.5
3	CCCNC(=O)/C=C/c1ccc(S(=O)(=O)Nc2ccccc2OC)cc1	5.8	-2.0	-12.8	7.5
4	COC(=O)c1ccc(CN2C(=O)NC3(CCCCC3)C2=O)cc1	-90.5	-1.3	-18.5	6.6
5	Cc1cc([N+](=O)[O-])ccc1NC(=O)C[n+]1ccc(N(C)C)cc1	11.6	-2.7	-16.0	-11.1
6	Cn1c(-c2ccccc2)cnc1SCc1nc2ccccc2c(=O)[nH]1	-202.5	1.5	-76.3	37.2
7	Cc1cc2nc(-c3ccco3)cc(C(F)(F)F)n2n1	10.2	-0.1	14.2	-12.4
8	COc1cc(C(O)CO)ccc1OS(=O)(=O)O (stereo not drawn)	8.7	-5.5	16.2	-12.3

cpd	Jurkat NFkB inh	APJ antagonist	APJ agonist	CHOP UPR activ
1	-94.0	4.8	-6.3	0.5
2	4.6	16.0	-1.4	1.2
3	5.6	13.5	-2.7	0.2
4	-21.1	15.4	0.2	2.1
5	-19.2	-4.5	-1.1	0.5
6	-129.3	0.8	-0.5	2.7
7	-12.5	13.9	-1.7	2.9
8	-8.3	14.9	-4.2	0.2

# The list continues.
cpd	SMILES	697 NFkB inh	XBP1 UPR activ	Mdm2 MdmX PPI	tim23-1 inh
9	CCCCOCC(O)CN1CCN(C(C)=O)CC1 (stereo not drawn)	15.5	-2.0	16.0	-3.9
10	c1ccc(-c2[nH]ncc2-c2nc3ccccc3[nH]2)cc1	16.6	0.1	15.1	-8.2
11	O=C(NCc1cccs1)c1cnc(Cl)c(Cl)c1	-18.2	-1.1	-44.3	12.7
12	Cc1cccc(Oc2nc3ccccn3c(=O)c2/C=C(\C#N)C(=O)NC2CCS(=O)(=O)C2)c1 (stereo not drawn)	12.1	-1.3	29.3	13.6
13	COc1ccccc1NC(=O)CSc1nnc(C2CCCCC2)n1C	2.9	-1.1	-11.2	4.9
14	O=S(=O)(Nc1ccc(S(=O)(=O)Nc2nccs2)cc1)c1ccc2c(c1)OCCO2	17.3	0.3	36.6	13.3
15	Cc1ccc(-n2ccnc2SCC(=O)N(CC(C)C)C2CCS(=O)(=O)C2)c(C)c1 (stereo not drawn)	-7.4	0.9	4.9	12.5
16	CN(CC(=O)NCc1ccccc1Cl)S(=O)(=O)c1ccc2c(c1)n(C)c(=O)c(=O)n2C	-4.8	0.7	23.5	12.8

cpd	Jurkat NFkB inh	APJ antagonist	APJ agonist	CHOP UPR activ
9	-5.4	-3.5	1.7	-0.7
10	6.6	-3.4	-1.9	-0.1
11	-2.7	9.0	-4.8	2.3
12	13.7	-5.8	-0.9	1.4
13	-10.6	6.2	-1.2	0.5
14	-5.5	21.6	-4.9	1.7
15	10.5	-6.0	-2.4	-1.4
16	7.5	23.9	2.0	-0.1

# (cont.)
cpd	SMILES	697 NFkB inh	XBP1 UPR activ	Mdm2 MdmX PPI	tim23-1 inh
17	Cc1ccc(CNC(=O)CCSCc2cccc(F)c2)cc1	5.6	-3.1	-0.7	19.9
18	Cc1cc(C(F)(F)F)nn2cnnc12	13.8	-0.2	8.2	-8.9
19	CC(C)(CNC(=O)c1ccc(Cl)c(S(=O)(=O)N2CCc3ccccc3C2)c1)N1CCOCC1	-59.2	-0.2	-12.6	-3.4
20	COc1ccc(CCNC(=O)NC23CC4CC(CC(C4)C2)C3)cc1	-9.0	-0.8	-8.1	37.6
21	CC1CC(C)CN(S(=O)(=O)N2CCCC(C(=O)NCCc3ccc(Cl)cc3)C2)C1 (stereo not drawn)	2.0	-6.1	24.0	17.6
22	COc1ccccc1CNC(=O)CN1C(=O)NC(c2ccccc2)(c2ccc(C)c(C)c2)C1=O (stereo not drawn)	-1.9	3.0	34.5	4.0
23	CCc1noc(C)c1C(=O)NC1CCCc2c1cnn2-c1cc(C)cc(C)c1 (stereo not drawn)	-91.1	-5.3	19.2	32.1
24	O=C(c1cccc(F)c1)N1CCN(c2ccc([N+](=O)[O-])c3cccnc23)CC1	-29.4	-0.2	10.2	25.3

cpd	Jurkat NFkB inh	APJ antagonist	APJ agonist	CHOP UPR activ
17	4.1	9.1	1.4	-0.5
18	9.8	9.9	-1.6	-2.1
19	19.5	17.3	-1.4	-0.6
20	-7.8	11.4	-4.5	2.1
21	0.9	-11.2	-1.6	-0.1
22	11.0	2.6	4.4	-1.6
23	-21.0	14.9	-4.8	2.0
24	-14.7	-13.7	6.2	-1.1

# Going on with the list.
cpd	SMILES	697 NFkB inh	XBP1 UPR activ	Mdm2 MdmX PPI	tim23-1 inh
25	COc1cccc2c1C(=O)C=C(C)C2=O	-24.1	-0.8	20.7	50.0*
26	CCn1c(CNc2ccc(F)cc2)nnc1SCC(=O)Nc1ccc(OC)cc1	18.0	-3.4	5.5	2.3
27	COCCN(C(=O)c1oc2ccccc2c1COC)c1c(N)n(CC(C)C)c(=O)[nH]c1=O	7.9	-1.4	-5.6	2.2
28	CSc1nc2ccccc2c(=O)n1N	8.7	0.3	23.0	10.5
29	Cc1ccc(S(=O)(=O)N(C)C)cc1NC(=S)N1CCCCC1CO (stereo not drawn)	-15.1	-2.6	4.9	22.6
30	COc1ccc(CN2CCCC(C(=O)N3CCCC3)C2)cc1 (stereo not drawn)	-10.5	0.9	-10.4	-0.1
31	CCCCc1nc2cc(C(=O)N3CCCC3)ccc2o1	-41.5	-2.0	-11.1	13.3
32	CCC(C(=O)n1cccc1C#N)c1ccccc1C (stereo not drawn)	23.7	-1.8	4.8	17.0

cpd	Jurkat NFkB inh	APJ antagonist	APJ agonist	CHOP UPR activ
25	19.7	-3.9	-3.7	0.2
26	-5.0	-2.9	0.2	2.3
27	-4.0	10.9	-2.5	-2.0
28	0.4	12.3	1.5	0.9
29	-40.4	-9.5	-0.4	-0.3
30	6.1	2.9	-1.9	1.0
31	-42.9	-23.5	-2.3	3.4
32	-3.4	-1.4	-4.7	0.5

# (listing goes on)
cpd	SMILES	697 NFkB inh	XBP1 UPR activ	Mdm2 MdmX PPI	tim23-1 inh
33	Cc1nc2sccn2c(=O)c1S(=O)(=O)NCc1ccccc1	2.0	-4.8	-10.0	7.7
34	Cc1ccc2nc(-c3cccc(Br)c3)cc(C(=O)NCC3CCCO3)c2c1 (stereo not drawn)	2.0	-4.0	13.2	34.7
35	O=C(N/N=C/c1ccncc1)c1ccc(NC(=O)c2cccc(Cl)c2)cc1	21.6	0.2	10.7	-1.9
36	COc1cc(/C=N/NC(=O)CCn2c3ccccc3c3ccccc32)cc(OC)c1OC	-24.6	1.5	10.9	3.3
37	CCOC(=O)CCCNC(=O)CCNC(=O)c1ccc(OCC)cc1	12.6	-2.6	19.0	4.2
38	Cc1cc(C)c(S(C)(=O)=O)c(S(=O)c2ccc(Cl)cc2)n1 (stereo not drawn)	8.8	1.7	5.0	2.6
39	COc1ccc(-c2[nH]ncc2[C@@H]2C[C@H]3CN(Cc4ccccc4C)C(=O)[C@]34CCCN24)cc1	1.7	1.6	17.5	17.4
40	COc1ccc(OC)c(S(=O)(=O)N2CCN(Cc3ccccc3)CC2)c1	-20.9	-5.2	13.5	15.9

cpd	Jurkat NFkB inh	APJ antagonist	APJ agonist	CHOP UPR activ
33	2.8	14.5	-1.7	-1.4
34	5.3	6.2	-5.6	0.0
35	-2.2	9.2	-1.1	-0.5
36	-5.3	2.3	2.6	-0.1
37	9.2	18.3	-7.5	-1.0
38	11.6	6.1	-1.5	0.0
39	-7.0	7.3	-1.8	0.1
40	-3.8	-12.2	-0.5	-1.4

# (further entries)
cpd	SMILES	697 NFkB inh	XBP1 UPR activ	Mdm2 MdmX PPI	tim23-1 inh
41	O=C(N/N=C/c1c[nH]c2ccc(Br)cc12)C1CC1	23.3	0.1	14.6	27.4
42	O=C(c1cc2cc([N+](=O)[O-])ccc2oc1=O)N1CCOCC1	10.9	4.0	-17.7	1.4
43	O=S(=O)(N/N=C/c1ccc(N2CCOCC2)cc1)c1ccccc1	28.5	-1.8	-13.9	17.5
44	CCOC(=O)C1C(=O)CC(C)(O)C(C(=O)OCC)C1c1ccc([N+](=O)[O-])cc1 (stereo not drawn)	-0.5	-0.5	15.0	19.8
45	C#CCOCCOCCOCCNc1nc(N2CCN(C(=O)[C@H]([C@@H](C)CC)n3cc(CCCCN)nn3)CC2)nc(N2CCN(C(=O)[C@H](CCCCN)n3cc(CC(C)O)nn3)CC2)n1 (stereo partly drawn)	-10.6	-0.1	-5.2	15.4
46	CC(C)C1C(=O)NC(=S)N1S(=O)(=O)c1ccc(C(C)(C)C)cc1 (stereo not drawn)	-9.4	0.5	17.2	26.0
47	COc1cc(C(=O)O)ccc1OCC(=O)N1CCOCC1	40.2*	-2.1	15.7	3.5
48	Cc1occc1C(=O)Nc1sc2c(c1C(N)=O)CCC(C(C)(C)C)C2 (stereo not drawn)	-14.8	0.0	2.6	17.7
49	CC1(C)Cc2c(cnn2-c2cccc(F)c2)C(NC(=O)CSc2ccccn2)C1 (stereo not drawn)	-10.1	-4.6	-1.9	21.6

cpd	Jurkat NFkB inh	APJ antagonist	APJ agonist	CHOP UPR activ
41	14.5	-3.8	-2.1	5.2
42	-2.4	-1.2	-1.0	0.6
43	-0.7	17.4	-1.9	1.2
44	3.3	12.6	-4.9	-0.4
45	5.8	4.3	1.4	-1.5
46	4.9	11.8	-1.1	-2.1
47	0.6	-2.7	1.2	-1.1
48	-75.1	-12.8	-3.4	2.5
49	13.9	0.8	-1.5	2.1

# Outcome played no part in choosing rows; 5% or so of the library scored in one or more.
